Lipid storage S3 = qHTS Assay for Lipid Storage Modulators in Drosophila S3 Cells; Drosophila S3 cells, BODIPY lipid droplet fluorescence, 18-24 h; cells fed with added oleic acid; Potency in µM for hits, for the others lipid storage change, negative = inhibition, % at the top dose, mostly 46.1 µM; actives 0.64% (n = 320,000); active = well fitted inhibition curve with a large enough effect in the signal ratio, with a control signal flat, not every such curve was filed as active; inconclusive = small, poorly fitted or top-dose-only effect, or effect the other way, or a change in a side signal; the % refers to the signal ratio
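Laser-scanning cytometry quantifies lipid droplet accumulation (500–530 nm total intensity; droplet/cell object ratio) in oleic acid-fed (400 uM added) Drosophila S3 cells treated with a concentration series. 20 uM Triacsin C defined 100% inhibition.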
Lipid storage S3 cell count max = recorded beside Lipid storage S3, whose call it bears; cell number change, %; measured here: cell count max response;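 cells counted by Cell Tracker Red CMTPX staining in the red channel; peak over a dose series mostly up to 46.1 µM; percent activity relative to internal control wells on each plate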
* = called active by the depositor; i = inactive; u = inconclusive; x = not tested or not shown. % is set by controls: 0 for no effect and ±100 for the full control effect; potency is the fitted concentration of half-maximal effect. Not all compounds are listed; rates above refer to the full screens.

SMILES	Lipid storage S3	Lipid storage S3 cell count max
O=C(Nc1ccc(N2CCN(C(=O)c3ccco3)CC2)cc1)c1ccc([N+](=O)[O-])cc1Cl	u	x
Cc1[nH]nc(N=CC2=C(O)CC(C)(C)CC2=O)c1-c1ccccc1	u	x
CCCCOC(=O)c1ccc(N=Nc2c(C)c(C#N)c(O)[nH]c2=O)cc1	u	x
Cc1occc1-c1nnc(SCC(=O)Nc2ccccc2)n1C(C)c1ccccc1 (stereo unspecified)	6.7%	-18.6
O=C(NCCC1CC1(Cl)Cl)c1ccc([N+](=O)[O-])cc1 (stereo unspecified)	6.1%	9.4
CCOc1ccc2[nH]c3nc(SCC(=O)NC4CC4)nnc3c2c1	u	x
O=C1NC(=O)/C(=C\c2ccc(OCc3cccc(C(=O)O)c3)c(Cl)c2)N1	1.3%	16.3
COc1ccc(CCNC(=O)c2ccccc2-c2ccccc2C(=O)O)cc1OC	u	x
Cc1cc(C)nc(NC(=O)c2ccc(C)c([N+](=O)[O-])c2)n1	u	x
CCOC(=O)Nc1ccc2c(c1)N(C(=O)CN1CCN(C)CC1)c1ccccc1S2	i	x
C=CCSc1nncn1/N=C/c1ccc(OC)cc1	u	x
Cc1cccc(N(Cc2ccccc2)C(=O)c2cc(S(=O)(=O)N3CCOCC3)ccc2F)c1	u	x
CCOC(=O)N1CCN(S(=O)(=O)c2ccc3[nH]c(=O)sc3c2)CC1	-10.6%	2.7
Cn1c(=O)n(C)c2cc(S(=O)(=O)Nc3ccccc3C(=O)O)ccc21	-8.4%	-5.0
O=C(CNC(=O)c1cccc(Br)c1)N/N=C/c1cccnc1	u	x
CCS(=O)(=O)N1CCC(C(=O)NCc2ccco2)CC1	u	x
COC(=O)c1ccc(CSc2nc3c(cnn3-c3ccc(C)cc3)c(=O)[nH]2)o1	5.0%	-1.0
CC(C(=O)Nc1cc(C(F)(F)F)ccc1N1CCOCC1)N1C(=O)C2CCCCC2C1=O (stereo unspecified)	u	x
COc1ccc(/C=C/C(=O)c2ccoc2)cc1	14.9%	13.5
CC1CCN(C2CCN(S(=O)(=O)c3ccc(F)cc3)CC2)CC1	-23.2%	-12.0
COc1cc(OC)cc(N(C(=O)c2ccco2)C(C(=O)NC2CCCC2)c2ccc(N3CCOCC3)cc2)c1 (stereo unspecified)	i	17.1
Cn1nccc1C(=O)Oc1ccc(/C=N/NC(=O)c2ccccc2O)cc1	-0.3%	11.5
CC(=O)c1cccc(NC(=O)C(C)OC(=O)c2ccc3ncsc3c2)c1 (stereo unspecified)	u	x
Cc1ccc(N2C(=O)c3ccc(C(=O)N4CCN(Cc5ccccc5)CC4)cc3C2=O)cc1	u	x
CC(C)(C)n1nc2c(c1NC(=O)CCCc1ccccc1)CS(=O)C2 (stereo unspecified)	u	x
CC12C(=O)N(c3ccccn3)C(=O)C1C1C=CC2C1 (stereo unspecified)	u	x
CCN1CCN(C(=O)c2cc(COc3ccc(F)cc3F)on2)[C@@H](C)C1=O	-3.3%	x
CCc1c(O)cc2n(c1=O)-c1ccccc1C2(C)C	-8.3%	-3.5
C1CCCCCC2(CCCCC1)OCC(CN1CCOCC1)O2 (stereo unspecified)	u	x
O=C(COC(=O)COc1cccc(C(F)(F)F)c1)NC1CCS(=O)(=O)C1 (stereo unspecified)	u	x
COc1ccc(OC)c(NC(=O)C2CCCN(S(=O)(=O)c3c(C)noc3C)C2)c1 (stereo unspecified)	u	x
O=C(CNS(=O)(=O)c1ccc([N+](=O)[O-])cc1)N/N=C/c1ccc(O)cc1O	i	5.1
N#CCCN(C(=O)COC(=O)COc1ccccc1Cc1ccccc1)c1ccccc1	u	x
CCCNC(=O)c1ccc(N2CCC3(CC2)CC(c2ccccc2)=NO3)c(NC(=O)c2ccc(Br)cc2)c1	u	x
CCc1ccc(NC(=O)c2cnn3ccccc23)cc1	u	x
Cc1ccc(-c2nc(C)sc2CC(=O)OCC(=O)Nc2c(F)cccc2F)cc1	17.4%	2.8
CCOC(=O)C(CCCCOc1cccc(CC)c1)C(=O)OCC	-8.6%	9.3
COc1cccc(C2(O)CCN(C(=O)C3CC3)CC2)c1	17.8%	x
Nc1c(C(=O)Nc2ccccc2)nnn1-c1ccc2c(c1)OCCO2	u	x
CCN(CC)C(=O)COC(=O)C1=NN(c2cc(C)ccc2C)C(=O)CC1	i	x

The closing 2 entries of the part above are carried over, then new ones follow:
SMILES	Lipid storage S3	Lipid storage S3 cell count max
Nc1c(C(=O)Nc2ccccc2)nnn1-c1ccc2c(c1)OCCO2	u	x
CCN(CC)C(=O)COC(=O)C1=NN(c2cc(C)ccc2C)C(=O)CC1	i	x
C=CCn1c(CCCNC(=O)c2ccccc2OC)nc2ccccc21	u	x
CC(C)c1ccccc1NC(=O)C1CC(=O)N(C2CCCC2)C1 (stereo unspecified)	i	3.0
O=C(C1CCC(CNc2c(N3CCCCC3)c(=O)c2=O)CC1)N1CCN(C2CCCCC2)CC1 (stereo unspecified)	-4.4%	-3.2
Cc1ccc(C(=O)NCC(=O)OCC(=O)c2ccc(C)c([N+](=O)[O-])c2)cc1	0.9%	-4.6
CCOC(=O)C1CCCN(C/C=C/c2ccccc2)C1 (stereo unspecified)	17.2%	2.0
N/C(=N\N=C\c1cccs1)SC1CC(=O)N(c2ccc(Br)cc2)C1=O (stereo unspecified)	u	x
CS(=O)(=O)c1ccc(N)c(SSc2cc(S(C)(=O)=O)ccc2N)c1	u	x
CCC(C)(C)n1nnnc1C(c1cccs1)N1CCCCC1 (stereo unspecified)	10.0%	27.5
Cc1cc(C)nc(NNC2=CC(=[N+]3CCCCC3)CC(C)(C)C2)n1	0.9%	-1.0
Cc1cccc(NC(=O)CSc2nc3ccccc3nc2N2CCCC2)c1C	-1.2%	-7.2
COc1cccc(CN2CC(C(=O)NCc3cnn(C)c3)CCC2=O)c1 (stereo unspecified)	11.3%	10.3
CC(=O)c1ccc(NC(=O)c2ccc(CSc3ccccc3)o2)cc1	15.1%	3.7
CCCN(CC(=O)Nc1ccccc1C)C(=O)c1ccc(N2CCCC2)c([N+](=O)[O-])c1	u	x
Cc1oc2ccc(NS(=O)(=O)c3ccc(C(C)(C)C)cc3)cc2c1C(=O)Nc1ccccc1	19.7%	-17.7
NC(=O)c1ccsc1NC(=O)CN1C(=O)NC2(CCCCC2)C1=O	u	x
CCc1nnc(NC(=O)Cc2c[nH]c3ccccc23)s1	u	x
Oc1[nH]c2ccccc2c1N=NC(=S)NCC1CCCO1 (stereo unspecified)	-24.8%	6.5
Cc1ccc(S(=O)(=O)N2CCC(C(=O)OCC(=O)N3CCC(C)CC3)CC2)cc1C	u	x
Cc1c(C)c2cc(Cl)c(O)c(CN3CCCCC3)c2oc1=O	u	x
O=C(CN(Cc1ccc(Cl)c(Cl)c1)S(=O)(=O)c1ccccc1)N/N=C\c1ccc2c(c1)OCO2	u	x
CNC(=O)c1ccc(=O)n(Cc2cccc(C(F)(F)F)c2)c1	u	x
COc1cccc(N(CC(=O)NCc2ccco2)C(=O)CCC(=O)Nc2nccs2)c1	u	x
CC(C)(C)c1cc(NC(=O)c2cccc(S(=O)(=O)N3CCOCC3)c2)no1	-1.8%	-12.3
Cc1ccc(C(C[N+](=O)[O-])c2c(C)[nH]n(-c3ccccc3)c2=O)cc1 (stereo unspecified)	u	x
Cc1cc(NS(=O)(=O)c2ccc(NC(=O)COc3c(C)cc(Br)cc3C)cc2)no1	i	5.4
Cc1nc2ncnn2c(C)c1CCC(=O)O	-9.9%	6.7
CCOc1ccccc1NC(=O)CN1CCC(NC(=O)c2ccccc2C)CC1	u	x
CC(=O)N(c1ccc(Cl)cc1)c1nc(C)cc(C)c1C#N	u	x
Cc1ccc(S(=O)(=O)NCC(=O)N(CC(=O)NC(C)(C)C)Cc2ccc3c(c2)OCO3)cc1	u	x
O=C(N/N=C/c1cccc2cccnc12)c1ccccc1O	u	x
Nc1ncnc2nc(SCCOc3ccc(Cl)cc3)[nH]c12	29.2%	6.1
COc1ccc(/C=C2/S/C(=N/S(=O)(=O)Cc3ccccc3)NC2=O)cc1OC	-0.7%	7.7
N#Cc1c(N2CCCC2)ccc(Br)c1Cl	14.4%	11.7
Cc1nn2c3ccccc3n(Cc3ccccc3)c2nc1=O	5.6%	6.5
CC(C)Cc1nc2sc3c(c2c(=O)n1N)CC(C(C)C)OC3 (stereo unspecified)	4.7%	-13.5
Cc1ccc(C)c(S(=O)(=O)N2CCCOC2CNC(=O)C(=O)NCc2cccs2)c1 (stereo unspecified)	u	x
CCc1nnc(NC(=O)c2ccc(F)c(S(=O)(=O)N3CCCCC3)c2)s1	u	x
Cc1cc(C(=O)N2CCN(S(=O)(=O)c3ccc(F)c(Cl)c3)CC2)c(C)o1	u	x
CC(C)Sc1nnc([C@@H]2CCCN2C(=O)OC(C)(C)C)o1	32.6µM*	-3.7*
CCOC(=O)CSC1=C(C#N)C(c2ccccc2C)C2=C(CCCC2=O)N1 (stereo unspecified)	i	-15.3
CC(=O)N1CCN(c2ccc(NC(=O)c3cccc(C)c3)cc2)CC1	-7.3%	5.0
CCOc1ccc(/C=N/NC(=O)c2csc(C)c2C)c(OCC)c1	u	x
Cc1cccc(C)c1N=Cc1c(O)n(-c2nccs2)c(=O)c2ccccc12	0.1%	-15.9
C/C(=N/NC(=O)CN1CCN(Cc2ccccc2Cl)CC1)c1cccs1	u	x
Cc1ccc(C2(C)NC(=O)N(CC(=O)NCc3cccc(Cl)c3)C2=O)cc1 (stereo unspecified)	1.7%	17.9
CC(=O)Nc1ccccc1OCC(=O)N(Cc1ccccc1)C(C)C	u	x
NS(=O)(=O)c1ccc(-c2ccc(/C=N/NC(=O)c3ccccc3O)o2)cc1	u	x
CCN(CC)S(=O)(=O)c1ccc(C)c(NC(=O)COC(=O)CN2C(=O)NC(C)(C)C2=O)c1	u	x
O=C(O)c1cccc(Nc2ncnc3c2cnn3-c2ccccc2)c1	u	x
CCN(CC)CCNC(=O)Cn1c(C)cc2ccccc2c1=O	u	x
CCc1ccc(S(=O)(=O)NCC2(N3CCOCC3)CCCCC2)cc1	u	x
COc1cc(/C=N/NC(=O)C(Cc2c[nH]c3ccccc23)NC(=O)OCC(C)C)cc([N+](=O)[O-])c1OCc1ccccc1 (stereo unspecified)	u	x
CSc1cccc(CNC(=O)C2CCC(=O)N(Cc3cccc(C(F)(F)F)c3)C2)c1 (stereo unspecified)	u	x
COCCNC(=O)C(=O)Nc1cc2c3c(c1)CCC(=O)N3CCC2	i	x
CCCCCCCc1nn2c(=O)cc(O)nc2s1	-14.4%	18.5
COc1ccc(-c2nc(-c3ccccc3)c(-c3cccs3)[nH]2)cc1OC	i	0.7
COc1ccc(NC(=O)Nc2nnc(CC(=O)NCc3ccccc3)s2)cc1	2.9%	19.1
CC(=O)Nc1ccc(S(=O)(=O)NC2Cc3ccccc3C2)cc1	u	x
CS(=O)(=O)N1CCc2cc(C(=O)N3CCCCC3)ccc21	4.6%	-6.3
CCC(=O)N1CCc2cc(Br)cc(S(=O)(=O)N3CCCCC3CC)c21 (stereo unspecified)	-2.3%	15.8

4 of these compounds in another layout.
CCN(CC)CCNC(=O)Cn1c(C)cc2ccccc2c1=O
  Lipid storage S3: u; Lipid storage S3 cell count max: x

CCc1ccc(S(=O)(=O)NCC2(N3CCOCC3)CCCCC2)cc1
  Lipid storage S3: u; Lipid storage S3 cell count max: x

COc1cc(/C=N/NC(=O)C(Cc2c[nH]c3ccccc23)NC(=O)OCC(C)C)cc([N+](=O)[O-])c1OCc1ccccc1 (stereo unspecified)
  Lipid storage S3: u; Lipid storage S3 cell count max: x

CSc1cccc(CNC(=O)C2CCC(=O)N(Cc3cccc(C(F)(F)F)c3)C2)c1 (stereo unspecified)
  Lipid storage S3: u; Lipid storage S3 cell count max: x

Next part.
SMILES	Lipid storage S3	Lipid storage S3 cell count max
CC(/C=N/NC(=O)NC1CCCCC1)=C\c1ccccc1	8.3%	-20.1
O=C(N/N=C/c1cn(CC(=O)N2CCOCC2)c2ccccc12)c1cccnc1	-5.5%	-17.4
Nc1ccc(S(=O)(=O)c2ccc(N)cc2)cc1	u	x
CCN1CCN(c2cc(C)c3cc(NC(=S)N(C)Cc4ccccc4)ccc3n2)CC1	u	x
COC(=O)CNC(=O)C1CCN(S(=O)(=O)c2cnc[nH]2)CC1	0.326µM*	-8.0*
COc1cc(/C=C(\C#N)C(=O)NCC2CCCO2)cc(OC)c1OC (stereo unspecified)	-4.4%	-0.5
COc1ccc(OC)c(Cc2nnc(CCC(=O)N3CCCCC3c3nccs3)o2)c1 (stereo unspecified)	-7.0%	2.1
COC(=O)C1(C(=O)OC)NOC2C(=O)N(c3ccc(Cl)cc3Cl)C(=O)C21 (stereo unspecified)	4.8%	x
CCCCS(=O)(=O)NC1=NCN(Cc2ccco2)CN1	-3.5%	0.2
O=C(Cn1nc([N+](=O)[O-])nc1Br)NC1CCCCC1	u	x
CN(Cc1ccccc1)C(=O)C1CCCN(Cc2ccc(Cl)cc2)C1 (stereo unspecified)	17.0%	-1.7
CCN(CC)CCOC(=O)c1ccc(NC(=O)CCNC(=O)Cn2ccc3ccccc3c2=O)cc1	i	-3.7
Cc1cccc(NC(=O)c2cn(-c3ccccc3)nc2-c2ccccc2)c1	u	x
CN(C)CCN(C(=O)c1ccc(C(=O)c2ccccc2)cc1)c1nc2cc3c(cc2s1)OCCO3	-10.6%	14.0
COc1ccc(C(=O)C2CC2c2ccc3c(c2)OCO3)cc1 (stereo unspecified)	u	x
Cc1c(C#N)c(O)n(CCO)c(=O)c1N=Nc1ccc(S(N)(=O)=O)cc1	-0.7%	-13.8

Source: PubChem BioAssay
